N370S GC mod – qHTS Assay for Inhibitors and Activators of N370S glucocerebrosidase as a Potential Chaperone Treatment of Gaucher Disease; N370S GC spleen homogenate, 4MU-glucoside fluorescence; Potency, µM (top dose mostly 59.4 µM), for the others: top-dose activity change, negative = inhibition, most hits filed as inhibitors; Lysosomal acid glucosylceramidase (Homo sapiens), P04062; 330,000 tested, 0.092% active; AID 2101, 2009;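 note: 0% = full enzyme activity and -100% = no enzyme basal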
FEN1 inhibitor – qHTS Assay for the Inhibitors of Human Flap endonuclease 1 (FEN1) | P39748 | Recombinant FEN1 flap cleavage, fluorescence, 15 min | Potency, µM (series often up to 114 µM), for the others: top-dose activity change, negative = inhibition, most hits filed as inhibitors | 390,000 tested, 0.35% active; note: nearly all actives have a fitted effect of over 65% in size
Target sequence (P39748 whole entry, looked up): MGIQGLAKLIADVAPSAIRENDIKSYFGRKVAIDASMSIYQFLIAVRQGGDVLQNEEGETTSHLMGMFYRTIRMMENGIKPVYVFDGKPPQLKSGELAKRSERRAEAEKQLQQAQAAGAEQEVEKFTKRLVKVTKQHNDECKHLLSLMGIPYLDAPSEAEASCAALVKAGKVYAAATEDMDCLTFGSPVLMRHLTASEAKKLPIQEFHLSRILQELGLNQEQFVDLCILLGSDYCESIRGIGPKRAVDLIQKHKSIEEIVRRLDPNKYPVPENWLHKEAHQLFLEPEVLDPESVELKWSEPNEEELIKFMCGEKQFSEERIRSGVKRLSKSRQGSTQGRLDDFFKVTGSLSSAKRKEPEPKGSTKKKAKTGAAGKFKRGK
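FEN1 at 10 nM preincubated with compounds 15 min at room temperature, then flap DNA substrate added at 50 nM final. Signal read at 0 and 15 min; concentration-response fitted with four-parameter Hill equation.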
TDP1 cell CPT – qHTS for Inhibitors of human tyrosyl-DNA phosphodiesterase 1 (TDP1): qHTS in cells in presence of CPT; AID 686979, 2013; 420,000 tested, 12% active; Potency, µM (highest dose often 46.2 µM), for inactives: at the highest dose activity change, negative = growth inhibition, most hits filed as inhibitors; chicken DT40 Tdp1-/-;hTDP1 cells + 20 nM CPT, ATP luminescence, 48 h; note: nearly all actives have a fitted effect of over 55% in size
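Chicken DT40 Tdp1-/- cells stably complemented with human TDP1 were seeded at 400 cells/well in medium containing 20 nM camptothecin, exposed to pin-transferred compounds, and grown at 37 °C for at least 48 hr. Viability was read as ATP luminescence.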
The depositor's hits bear a star; & = joins results of further samples; [ ] = dose if it differs, or a comment. Calls come from the whole dose curve; as a rule, active = well fitted curve in the direction sought with a large enough effect; inconclusive = small, poorly fitted or top-dose-only effect, or another doubt; inactive = no such curve, though single readings can be large; an effect the other way counts as inactive or inconclusive. Unless noted, % is set by controls: 0 for no effect and ±100 for the full control effect; potency is the fitted concentration of half-maximal effect.

How did Cc1ccc(OCC(=O)Nc2ccc(C(=O)OCc3cc(=O)n4nc(C5CC5)sc4n3)cc2)cc1 do in these assays?
FEN1 inhibitor: -1%; TDP1 cell CPT: -3%

What do the screens show for `CCCN(C(=O)Cn1nc(Cc2ccncc2)c2ccccc2c1=O)c1ccccc1C`?
FEN1 inhibitor: -9%; TDP1 cell CPT: inconclusive

How did N#Cc1cnn(CC2CCCCC2)c1N do in these assays?
N370S GC mod: -7%; FEN1 inhibitor: 7%; TDP1 cell CPT: -9%

Results for Cc1ccc(NC2=C([N+](=O)[O-])CS(=O)(=O)C2)cc1 ?
N370S GC mod: -3%; FEN1 inhibitor: -8%; TDP1 cell CPT: -4%

How did O=C(Cn1cnc2ccccc21)OCC(=O)N1CCCCC1 do in these assays?
FEN1 inhibitor: -1%; TDP1 cell CPT: 6%

Results for COCCn1c(C)cc(C(=O)COC(=O)c2ccc(Cl)c(S(N)(=O)=O)c2)c1C ?
N370S GC mod: -7%; FEN1 inhibitor: -3%; TDP1 cell CPT: inconclusive

What do the screens show for `COc1ccccc1C(=O)NCc1ccc2c(c1)CCN2C(=O)c1ccncc1`?
FEN1 inhibitor: -2%; TDP1 cell CPT: inconclusive

How did O=c1[nH]ncc(N2CCN(C(c3ccccc3)c3ccccc3)CC2)c1Cl do in these assays?
N370S GC mod: -9%; FEN1 inhibitor: -13%; TDP1 cell CPT: 21µM*

What do the screens show for `O=C(CCC1CCCN(C(=O)CCCc2ccccc2)C1)N1CCN(c2ccccn2)CC1` (stereo unspecified)?
N370S GC mod: -2%; FEN1 inhibitor: 15%; TDP1 cell CPT: 21µM*

What do the screens show for `Cc1c(NC(=O)/C(C#N)=C/c2ccc(-c3ccccc3Cl)o2)c(=O)n(-c2ccccc2)n1C`?
N370S GC mod: -5%; FEN1 inhibitor: -12%; TDP1 cell CPT: inconclusive

How did COc1ccc(S(=O)(=O)NCc2c(-c3ccccc3)noc2C)c(OC)c1 do in these assays?
N370S GC mod: 3%; FEN1 inhibitor: 5%; TDP1 cell CPT: -5%

Results for CCOC(=O)C1C(=O)CC(C)(O)C(C(=O)OCC)C1c1ccc(Br)o1 (stereo unspecified) ?
N370S GC mod: -4%; FEN1 inhibitor: 1%; TDP1 cell CPT: 9%

What do the screens show for `Cc1ccc(CN2CCCOCCS2(=O)=O)cc1`?
N370S GC mod: -8%; FEN1 inhibitor: -2%&-12%; TDP1 cell CPT: -4%&2%

Results for CC(=O)Nc1cccc(/C(C)=N/NC(N)=S)c1 ?
N370S GC mod: 1%; FEN1 inhibitor: 6%; TDP1 cell CPT: 11%

How did COc1cccc(Cn2c(=O)cc(C)c3c(C)nn(-c4ccc(C)cc4)c32)c1 do in these assays?
FEN1 inhibitor: 4%; TDP1 cell CPT: 21µM*

Results for CCCc1ncc(C(O)c2cccc(OC)c2)n1C (stereo unspecified) ?
N370S GC mod: -10%; FEN1 inhibitor: -9%; TDP1 cell CPT: 2%

What do the screens show for `Cc1cc(N)ccc1NC(=O)CN1CCCC1`?
N370S GC mod: -6%; FEN1 inhibitor: -11%; TDP1 cell CPT: -6%

What do the screens show for `COc1cc(CN(C)Cc2nc3cc(C(F)(F)F)ccc3c(=O)[nH]2)ccc1OC(F)F`?
N370S GC mod: -3%; FEN1 inhibitor: 7%; TDP1 cell CPT: inconclusive

How did COC(=O)c1ccc(CSc2ncnc3c2nnn3-c2ccc(F)cc2)o1 do in these assays?
N370S GC mod: 13%; FEN1 inhibitor: 0%; TDP1 cell CPT: -9%

How did CCCCCCn1c(CN2CCN(C(=O)c3ccco3)CC2)nc2c1c(=O)n(C)c(=O)n2C do in these assays?
N370S GC mod: 10%; FEN1 inhibitor: 4%; TDP1 cell CPT: inconclusive

Results for O=C(Cc1ccccc1)NNC(=O)Nc1ccc(Cl)c(Cl)c1 ?
N370S GC mod: -22%; FEN1 inhibitor: 3%; TDP1 cell CPT: 16µM*

What do the screens show for `Cc1nnc(SCC(N)=O)n1CC1CCCO1` (stereo unspecified)?
N370S GC mod: 12%; FEN1 inhibitor: 0%; TDP1 cell CPT: -8%

How did Cc1nc(Oc2ccc(S(=O)(=O)N3CCOCC3)cc2Cl)c2c3c(sc2n1)CCCC3 do in these assays?
N370S GC mod: -22%; FEN1 inhibitor: 0%; TDP1 cell CPT: inconclusive

What do the screens show for `CC(=O)c1ccc(S(=O)(=O)NCCC(=O)OCC(=O)NCCc2ccccc2)cc1`?
N370S GC mod: -12%; FEN1 inhibitor: -1%; TDP1 cell CPT: -14%

How did Cc1ccc(-c2csc(NC(=O)c3ccno3)n2)cc1 do in these assays?
N370S GC mod: -10%; FEN1 inhibitor: 4%; TDP1 cell CPT: -11%

How did O=C(Cn1cnc2c(cnn2-c2ccc(F)cc2)c1=O)NCc1ccco1 do in these assays?
N370S GC mod: -8%; FEN1 inhibitor: 7%; TDP1 cell CPT: 2.9µM*

How did O=C(c1cccs1)N1CCN(S(=O)(=O)N2CCOCC2)CC1 do in these assays?
N370S GC mod: 1%; FEN1 inhibitor: -10%; TDP1 cell CPT: 0%

Results for O=C(c1ccc(OC2CCN(Cc3ccccc3OC(F)F)CC2)cc1)N1CCCC1 ?
N370S GC mod: -1%; FEN1 inhibitor: 14%; TDP1 cell CPT: -10%

How did COc1ccc(-c2c(NC(=O)c3ccco3)n(-c3ccccc3)nc(C)c2=O)cc1 do in these assays?
N370S GC mod: -3%; FEN1 inhibitor: 7%; TDP1 cell CPT: 1%

Results for Cn1cc(SCC(=O)NCc2ccc3c(c2)OCO3)c2ccccc21 ?
N370S GC mod: -2%; FEN1 inhibitor: -16%; TDP1 cell CPT: -4%

Results for CCC(C)NC(=O)Cn1ncc2c([nH]c3ccc(C)cc32)c1=O (stereo unspecified) ?
FEN1 inhibitor: -7%; TDP1 cell CPT: 15%

What do the screens show for `CS(=O)(=O)c1ncc(CO)n1Cc1ccccc1`?
N370S GC mod: 7%; FEN1 inhibitor: -15%; TDP1 cell CPT: 15%

What do the screens show for `O=C(CCCN1C(=O)/C(=C/c2cccc(Br)c2)SC1=S)Nc1ccccn1`?
N370S GC mod: 2%; FEN1 inhibitor: -15%; TDP1 cell CPT: inconclusive

How did O=C(Nc1ccccc1N1CCOCC1)C1Cc2ccccc2CN1C(=O)c1ccco1 (stereo unspecified) do in these assays?
N370S GC mod: -10%; FEN1 inhibitor: -6%; TDP1 cell CPT: -4%

Results for O=C1C=C(c2ccccc2)C(=O)N1Nc1ccccc1 ?
N370S GC mod: 5%; FEN1 inhibitor: 0%; TDP1 cell CPT: 4.1µM*

Results for CCOC(=O)c1nnn(-c2nonc2-n2cccc2)c1-c1cccc([N+](=O)[O-])c1 ?
N370S GC mod: -3%; FEN1 inhibitor: 1%; TDP1 cell CPT: -14%

Results for Cc1cc(C[n+]2ccsc2N)c2ncccc2c1 ?
N370S GC mod: 4%; FEN1 inhibitor: 2%; TDP1 cell CPT: inconclusive

What do the screens show for `O=C(COC(=O)c1ccc(Br)o1)c1ccc(S(=O)(=O)N2CCCCC2)cc1`?
FEN1 inhibitor: -2%; TDP1 cell CPT: 0%

Results for Cc1cc(NC(=O)CSc2nnnn2-c2ccc(C)c(Cl)c2)no1 ?
N370S GC mod: -5%; FEN1 inhibitor: -11%; TDP1 cell CPT: -19%

Results for CN1C(=O)[C@@H]2[C@@H]3C[C@@H]([C@H]4ON=C(c5ccc(Cl)cc5)[C@@H]34)[C@@H]2C1=O ?
N370S GC mod: -5%; FEN1 inhibitor: 7%; TDP1 cell CPT: -12%

How did COc1ccc(CCNC(=O)C2CC(=O)N(C3CCCCC3)C2)cc1OC (stereo unspecified) do in these assays?
N370S GC mod: -20%; FEN1 inhibitor: -3%; TDP1 cell CPT: 16%

How did O=C(NCCCN1CCN(c2ccccc2F)CC1)C1CCN(S(=O)(=O)N2CCOCC2)CC1 do in these assays?
N370S GC mod: -3%; FEN1 inhibitor: 10%; TDP1 cell CPT: 7%

What do the screens show for `COc1ccccc1N1CCN(c2ccc3ccccc3n2)CC1`?
N370S GC mod: -11%; FEN1 inhibitor: -10%; TDP1 cell CPT: 0%

How did COc1ccc(CNc2nc3c(-c4cccc(F)c4)nnn3c3ccccc23)cc1 do in these assays?
FEN1 inhibitor: -5%; TDP1 cell CPT: inconclusive

What do the screens show for `COc1cc2c(cc1OC)C1=C(C#N)CCC(=NC(=O)c3ccco3)N1CC2`?
N370S GC mod: -22%; FEN1 inhibitor: 3%; TDP1 cell CPT: 9%

What do the screens show for `Cc1cccc(NC(=O)CN2C(=O)c3ccccc3S2(=O)=O)n1`?
N370S GC mod: -10%; FEN1 inhibitor: 3%; TDP1 cell CPT: 5%

How did CC(C)Cc1nc2oc3c(=O)[nH]cnc3c2c2c1CCC2 do in these assays?
N370S GC mod: -10%[2.35 µM]; FEN1 inhibitor: -21%; TDP1 cell CPT: -22%

What do the screens show for `CC(C)Cn1c(NCCN(C)C)nc2c1c(=O)[nH]c(=O)n2C`?
N370S GC mod: -24%; FEN1 inhibitor: -9%; TDP1 cell CPT: -7%

How did Nc1nc(NC2CCCCC2)nc(NCCO)c1[N+](=O)[O-] do in these assays?
N370S GC mod: -19%; FEN1 inhibitor: -18%; TDP1 cell CPT: 4%

What do the screens show for `CCCNC(=O)C(Cc1ccc(Cl)cc1)NC(=O)c1ccc(-c2ccccc2)cc1` (stereo unspecified)?
FEN1 inhibitor: 40%[activator]; TDP1 cell CPT: 8.2µM*

What do the screens show for `COc1cccc(/C=N/NC(=O)c2ccc3nc[nH]c3c2)c1`?
N370S GC mod: 0%; FEN1 inhibitor: 1%; TDP1 cell CPT: 1%

Results for COc1ccc(Cl)cc1C(=O)Nc1ccc2oc(-c3ccc(C(C)(C)C)cc3)nc2c1 ?
FEN1 inhibitor: 3%; TDP1 cell CPT: -28%

Results for CCc1cc2cccc(C)c2nc1SCC(=O)Nc1nonc1C ?
N370S GC mod: -3%; FEN1 inhibitor: -11%; TDP1 cell CPT: -8%

What do the screens show for `C/C(=N\O)c1cccc(Br)c1`?
N370S GC mod: -2%; FEN1 inhibitor: -13%; TDP1 cell CPT: 10%

Results for CCC(C)c1ccc(OCC(=O)Nc2ccc(-c3nc4ncccc4o3)cc2)cc1 (stereo unspecified) ?
FEN1 inhibitor: 11%; TDP1 cell CPT: inconclusive

Results for CCC(c1nnc(SCC(=O)Nc2nnc(-c3ccccc3)o2)o1)N(C)C (stereo unspecified) ?
N370S GC mod: -13%; FEN1 inhibitor: -11%; TDP1 cell CPT: -5%

How did COc1ccccc1N1CCN(C(=O)c2cnn(-c3ccc(C)c(C)c3)c2C2CCN(C(=O)OC(C)(C)C)CC2)CC1 do in these assays?
FEN1 inhibitor: -7%; TDP1 cell CPT: 21µM*

How did CN(c1ccc(C(=O)NCCCn2ccnc2)cc1)S(C)(=O)=O do in these assays?
N370S GC mod: 0%; FEN1 inhibitor: -1%; TDP1 cell CPT: -12%

Results for CO/N=C/C(C(C)=O)C(=O)Nc1ccc(Cl)cc1Cl (stereo unspecified) ?
N370S GC mod: 9%; FEN1 inhibitor: 7%; TDP1 cell CPT: inconclusive

What do the screens show for `CCCOC(=O)N[C@@H]1C(=O)N2C(C(=O)OCCC)=C(C)CS[C@H]12`?
N370S GC mod: -6%; FEN1 inhibitor: -2%&-10%; TDP1 cell CPT: -1%&-5%

Structural class, the compounds so far containing a nitro group on carbon (3)
Results for Cc1ccc(NC2=C([N+](=O)[O-])CS(=O)(=O)C2)cc1 ?
N370S GC mod: -3%; FEN1 inhibitor: -8%; TDP1 cell CPT: -4%

Results for CCOC(=O)c1nnn(-c2nonc2-n2cccc2)c1-c1cccc([N+](=O)[O-])c1 ?
N370S GC mod: -3%; FEN1 inhibitor: 1%; TDP1 cell CPT: -14%

How did Nc1nc(NC2CCCCC2)nc(NCCO)c1[N+](=O)[O-] do in these assays?
N370S GC mod: -19%; FEN1 inhibitor: -18%; TDP1 cell CPT: 4%

(listing goes on)
Results for CC1CCc2sc(C(=O)Nc3ccc(N4CCOCC4)cc3)cc2C1 (stereo unspecified) ?
N370S GC mod: 26%; FEN1 inhibitor: -13%; TDP1 cell CPT: inconclusive

How did COc1ccc(OC)c(CNc2sc3c(c2C(=O)Nc2cc(OC)ccc2OC)CCCC3)c1 do in these assays?
FEN1 inhibitor: -19%; TDP1 cell CPT: inconclusive

How did COc1ccccc1/C=N/Nc1nccnc1Cl do in these assays?
N370S GC mod: -7%; FEN1 inhibitor: 10%; TDP1 cell CPT: -2%

What do the screens show for `Cc1cccc(C)c1NC(=O)CN1C(=O)COc2ccccc21`?
N370S GC mod: 0%; FEN1 inhibitor: 5%; TDP1 cell CPT: 13%

Results for CC(C)c1ccc(NC(=O)CSc2n[nH]c(=O)n2-c2cccnc2)cc1 ?
N370S GC mod: 2%; FEN1 inhibitor: -3%; TDP1 cell CPT: -13%

Some of the compounds tested; the hit share may differ from the screen's.
